# Pf growth 48h – P. falciparum growth inhibition at 48 hours (one generation); Potency, µM (top dose mostly 28.7 µM), for inactives: at the top dose activity change, negative = inhibition, hits mostly inhibitors; 310,000 compounds, 5.9% hits; P. falciparum luciferase growth in erythrocytes, 48 h; note: potency is the fitted concentration of half-maximal effect; % is set by controls: 0 for no effect and ±100 for the full control effect
#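 Cell-based growth assay: transgenic P. falciparum expressing firefly luciferase, cultured in red cells within RPMI 1640 containing 0.5% w/v Albumax, 24 mM bicarbonate and gentamycin. A drop in luciferase activity indicates inhibition.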
# TbPYK inhibitor – inhibitors of Trypanosoma brucei pyruvate kinase | TbPYK enzyme, Kinase-Glo Plus ATP luminescence, 45 min | Potency, µM (doses to about 76.8 µM), for the others: top-dose activity, negative = inhibition, most hits filed as inhibitors | 410,000 compounds, 0.12% hits | AID 624173; note: potency is the fitted concentration of half-maximal effect; % is set by controls: 0 for no effect and ±100 for the full control effect; nearly all actives have a fitted effect of over 50% in size
#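 T. brucei PYK with substrate was exposed to pin-transferred compounds across a concentration series, then started with 130 uM ADP (final). After 45 min at room temperature, Kinase-Glo Plus luminescence was read, normalized and curve-fitted.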
# HCV inh – HCV inhibition; AID 651820; Huh7.5.1 HCVcc-Cre infection, luciferase reporter, 44 h; 340,000 compounds, 3.4% hits; Potency, µM (highest dose often 41.8 µM), for inactives: at the top dose activity change, negative = inhibition, hits mostly inhibitors; note: potency is the fitted concentration of half-maximal effect; % is set by controls: 0 for no effect and ±100 for the full control effect
#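 Seed cells (1,000/well) for 4 h; treat with compound and infect with HCVcc-Cre, moi about 0.5. Incubate 44 h, then detect luciferase activity.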
# Cycloheximide cs – affects cycloheximide protein synthesis inhibition readout, counter-screen. cell reporter, cycloheximide protein synthesis inhibition counterscreen. max response, %. 300,000 compounds, 12% hits. AID 2314; in the data active = max response mostly above about 13%, no sharp cut-off; inactive = mostly below about 14%; note: read at 38.3 µM for the half of the compounds with a filed dose; 0% is about no effect
# Pf growth 96h – P. falciparum growth inhibition at 96 hours; P. falciparum luciferase reporter growth, 96 h; Potency, µM (top dose mostly 28.7 µM), without a hit: at the top dose activity change, negative = inhibition, usual class: inhibitors; 320,000 compounds, 6.9% hits; AID 504834; note: potency is the fitted concentration of half-maximal effect; % is set by controls: 0 for no effect and ±100 for the full control effect
#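 Two-generation exposure (96 h) targets delayed-death phenotype. Reporter parasites carrying integrated firefly luciferase, in red cells at 2% hematocrit and 0.05% parasitemia final, kept at 37 C, 5% CO2; luminescence loss indicates inhibition.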
# LmPK inh – LmPK (Leishmania mexicana) enzyme inhibition; Q27686; purified LmPK, Kinase-Glo ATP luminescence, 1 h; Potency, µM (doses to about 57.5 µM), for the others: at the highest dose activity change, negative = inhibition, usual class: inhibitors; 290,000 compounds, 0.37% hits; AID 1721; note: potency is the fitted concentration of half-maximal effect; % is set by controls: 0 for no effect and ±100 for the full control effect
# Target sequence (Q27686 whole entry, looked up): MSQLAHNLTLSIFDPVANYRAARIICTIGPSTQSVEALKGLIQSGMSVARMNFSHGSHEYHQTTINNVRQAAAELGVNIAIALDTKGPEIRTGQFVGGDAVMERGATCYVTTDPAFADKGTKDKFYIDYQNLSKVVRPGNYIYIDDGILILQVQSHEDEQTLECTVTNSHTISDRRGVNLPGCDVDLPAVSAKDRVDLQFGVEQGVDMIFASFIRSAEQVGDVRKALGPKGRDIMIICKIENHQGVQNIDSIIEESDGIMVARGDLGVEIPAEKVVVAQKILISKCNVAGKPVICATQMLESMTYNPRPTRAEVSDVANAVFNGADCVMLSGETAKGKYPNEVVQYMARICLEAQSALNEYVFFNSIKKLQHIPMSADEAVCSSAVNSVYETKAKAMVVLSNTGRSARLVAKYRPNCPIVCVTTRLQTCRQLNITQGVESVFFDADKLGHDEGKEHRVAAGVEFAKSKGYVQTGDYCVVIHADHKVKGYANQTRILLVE
#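 qHTS format; LmPK 0.1 nM; substrates PEP 0.5 mM and ADP 0.1 mM. One-hour room-temperature incubation, then coupled luciferase luminescence; 0.5 nM enzyme wells mark activation.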
# Shiga toxin inh – Shiga toxin inhibition; Vero cells, Shiga toxin protein synthesis inhibition reporter; inhibition, % at 38.7 µM; 290,000 compounds, 9.2% hits; AID 2315; in the data active = inhibition mostly above about 28%, no sharp cut-off; inactive = mostly below about 43%; note: 0% is about no effect
# Starred values were filed as active, the others as inactive; ? = inconclusive; . = not tested or not shown; [ ] = dose if it differs, or a comment. Unless noted, calls come from the whole dose curve; as a rule, active = well fitted curve in the direction sought with a large enough effect; inconclusive = small, poorly fitted or top-dose-only effect, or another doubt; inactive = no such curve, though single readings can be large; an effect the other way counts as inactive or inconclusive.
SMILES,Pf growth 48h,TbPYK inhibitor,HCV inh,Cycloheximide cs,Pf growth 96h,LmPK inh,Shiga toxin inh
COC(=O)c1c(NC(=O)C(C)(C)C)csc1C,100%[activator],-4%,-14%,0,-5%,2%,-9
CN(CC(=O)Nc1ccc(Cl)cc1)S(=O)(=O)c1cccc2cccnc12,.,2%,?,-1,?,4%,-4
Cc1nnc(SCC(=O)NC2CCCc3ccccc32)n1-c1ccccc1 (stereo unspecified),-18%,-4%,-11%,-3,?,1%,-8
CCOCC(=O)Nc1c(C(=O)N2CCN(c3ncccn3)CC2)oc2ccccc12,-12%,4%,-12%,3,17%,2%,-4
COc1cc(/C=N/NC(=O)c2cc(C)oc2C)ccc1OCc1ccccc1,?,1%,?,0,-46%,1%,46
C=CCn1c(N)c(C(=O)N2CCOCC2)sc1=S,4%,-13%,2%,-3,.,2%,-16
CCCc1cc(=O)c2ccc(OCC(C)=O)cc2o1,63%[activator],-3%,-4%,2,0%,7%,3
O=c1[nH]c2ccc(NS(=O)(=O)c3ccc(F)c(Cl)c3)cc2[nH]1,8%,-20%,20%,4,4%,2%,1
COc1ccccc1CCc1nnc(CCC(=O)N(C)Cc2ccncc2C)o1,-12%,8%,8%,-1,19%,1%,8
COc1ccccc1N1CCN(Cc2cc(=O)c(OCC(=O)Nc3ccccc3)co2)CC1,9.3µM*,-11%,?,.,-6%,.,.
CC1=C(C(=O)N2CCOCC2)C(c2ccccc2F)NC(=O)N1 (stereo unspecified),0%,1%,12%,5,6%,2%,-6
COC(=O)[C@@H]1C(c2c(OC)cc(OC)cc2OC)=NO[C@H]1C(=O)OC,21%,-2%,25%,9,24%,2%,18

# Given bar-delimited: 2 of the compounds above.
SMILES | Pf growth 48h | TbPYK inhibitor | HCV inh | Cycloheximide cs | Pf growth 96h | LmPK inh | Shiga toxin inh
COc1cc(/C=N/NC(=O)c2cc(C)oc2C)ccc1OCc1ccccc1 | ? | 1% | ? | 0 | -46% | 1% | 46
C=CCn1c(N)c(C(=O)N2CCOCC2)sc1=S | 4% | -13% | 2% | -3 | . | 2% | -16

# More entries follow:
SMILES,Pf growth 48h,TbPYK inhibitor,HCV inh,Cycloheximide cs,Pf growth 96h,LmPK inh,Shiga toxin inh
C/C(Cc1ccccc1)=N\NC(=O)CNC(=O)c1ccccc1Cl,1%,5%,-3%,1,41%[activator],10%,3
COc1ccc(CCn2c(C)cc(C(=O)CCl)c2C)cc1OC,?,-3%,?,-2,?,6%,-24
Cc1ccc(S(=O)(=O)N2CCCCC2)cc1NC(=O)Cc1c[nH]c2ccccc12,?,3%,?,-2,5.2µM*,-4%,-7
COc1ccc(C(=O)COC(=O)c2ccc(Cl)nc2)cc1OC,?,-5%,11%,.,30%,.,.
Cc1cc(C=O)c(C)n1-c1ccc(N2CCOCC2)c([N+](=O)[O-])c1,-11%,-1%,11%,-2,5%,1%,-22
COc1ccc(CCCNC(=O)CC#N)cc1OC,8%,2%,3%,-7,23%,3%,-12
Cc1ccc(NC(=O)CS(=O)CC(=O)Nc2ccc(N3CCOCC3)cc2)cc1Cl (stereo unspecified),-25%,1%,-8%,-3,?,4%,22
COc1ccc(-c2nc3c4c(ncn3n2)-c2ccccc2CC42CCCC2)cc1,-4%,-1%,?,-2,9%,1%,-3
O=C(O)c1ccc(S(=O)(=O)N2CCC(n3nnc4cc(C(F)(F)F)ccc43)CC2)cc1,-6%,-5%,30%,-4,?,-5%,-4
Cc1coc2cc3oc(=O)c(CCC(=O)N4CCC(C(=O)O)(c5ccccc5)CC4)c(C)c3cc12,?,3%,18%,-4,?,-6%,-3
COc1ccc(C(=O)NC(=S)NCc2ccccc2)cc1,21%,6%,21%,6,28%,7%,-1
COc1ccc(C(=O)n2nc(-c3ccco3)nc2SC)cc1OC,-4%,-16%,0%,-3,?,8%,-5
CCCOc1ccc(C(C(=O)OCCN(CC)CC)c2ccccc2)cc1 (stereo unspecified),6%,15%,-11%,-8,.,-10%,-16
COc1ccc(O)c(C(=O)c2cnc3onc(C(C)C)c3c2)c1,2.6µM*,-1%,?,27*,-21%,-1%,30
COc1cccc(C(=O)NC2CCN(CC(=O)NCc3ccccc3F)CC2)c1,?,1%,-14%,-3,?,0%,1
CCCCCCOC(=O)C(C#N)c1nc2ccccc2nc1N1CCOCC1 (stereo unspecified),27%,10%,-6%,0,?,-4%,5
C[C@@H]1Cc2ccccc2N1NC(=O)c1ccc(Cl)c(S(N)=O)c1 (stereo partly specified),-19%[12.8 µM],-2%[33.2 µM],.,.,-26%[12.8 µM],.,.
O=[N+]([O-])c1cccnc1NCCc1ccccc1,224%[activator],-2%,6%,37*,192%[activator],?,67*
O=C(/C=C/c1ccc(Br)cc1)NC(=S)N1C[C@H]2C[C@H](C1)c1cccc(=O)n1C2,16%,-6%,-3%,-1,?,2%,-3
CSCCC(NC(=O)c1ccccc1Cl)C(=O)N1CCC1 (stereo unspecified),4%,-4%,28%,.,6%,.,.
CCOc1ccc(C(=O)CCC(=O)N(CC)CC(=O)Nc2c(F)cccc2F)cc1,?,-2%,1%,.,?,.,.
CC1CCN(C(=O)CC2C(=O)Nc3c2c(=O)n(C)c(=O)n3Cc2ccccc2)CC1 (stereo unspecified),?,-4%,13%,-2,?,-2%,-1
Cc1cc(Br)c(NC(=O)CN2CCCC2)c(Br)c1,38%[activator],-7%,?,16*,45%[activator],1%,64*
CCN1C(=O)CC(NNC(=O)c2ccccc2)C1=O (stereo unspecified),34%[activator],0%,20%,8,50%[activator],-4%,21
Nc1c(C(=O)NCCc2ccccc2)sc2nc(N3CCOCC3)c3c(c12)CCCC3,4%[5.75 µM],-18%,?,-1,7%[5.75 µM],5%,-2
Cc1ccc2cc(C)c3nnc(SCC(=O)c4cccs4)n3c2c1C,-1%,?,5%,38*,51%[activator],0%,26
CSc1ccccc1OCc1cc(C(=O)N(C)C(C)c2nc(C)cs2)no1 (stereo unspecified),-1%,-1%,-15%,18*,20%,-5%,20
CCCCn1c(=O)[nH]c(=O)c2c1nc(-c1ccc(C(F)(F)F)cc1)n2C,-6%,2%,3%,-5,12%,-1%,-5
Cc1cc(NC(=O)c2cccc(C(=O)Nc3cc(C)on3)n2)no1,14%,0%,8%,-6,-20%,1%,12
O=C1C=C(c2ccc(OC(F)(F)F)cc2)C[C@@H](c2ccc(Cl)cc2)C1,?,1%,32%,.,-23%,.,.
Cc1nnc2sc(SCc3cccc(Cl)c3)nn2c1=O,5.9µM*,-4%,6%,9,2.1µM*,5%,-12
CC(C)Sc1nc(O)c(Cc2ccccc2)c(=O)[nH]1,17%,2%,8%,-2,.,6%,7
O=C(NCC1CCCO1)c1ccc(NC(=O)c2cccc(Br)c2)cc1 (stereo unspecified),-22%,2%,-2%,-1,-24%,3%,.
CCn1cc(C=O)c2cc(S(=O)(=O)N3CCOCC3)ccc21,-5%,4%,21%,-2,?,6%,7
COc1ccc(C2(CNC(C)=O)CCOCC2)cc1OC,.,-3%,5%,-6,-8%,1%,-9
O=C(NC1CC1)C1=C[C@H](c2c[nH]c3ccccc23)C[C@H](OCc2ccc(CO)cc2)O1,?,-11%,-5%,16*,?,5%,7

# Not a retest: 6 of the compounds above.
SMILES,Pf growth 48h,TbPYK inhibitor,HCV inh,Cycloheximide cs,Pf growth 96h,LmPK inh,Shiga toxin inh
Cc1nnc2sc(SCc3cccc(Cl)c3)nn2c1=O,5.9µM*,-4%,6%,9,2.1µM*,5%,-12
CC(C)Sc1nc(O)c(Cc2ccccc2)c(=O)[nH]1,17%,2%,8%,-2,.,6%,7
O=C(NCC1CCCO1)c1ccc(NC(=O)c2cccc(Br)c2)cc1 (stereo unspecified),-22%,2%,-2%,-1,-24%,3%,.
CCn1cc(C=O)c2cc(S(=O)(=O)N3CCOCC3)ccc21,-5%,4%,21%,-2,?,6%,7
COc1ccc(C2(CNC(C)=O)CCOCC2)cc1OC,.,-3%,5%,-6,-8%,1%,-9
O=C(NC1CC1)C1=C[C@H](c2c[nH]c3ccccc23)C[C@H](OCc2ccc(CO)cc2)O1,?,-11%,-5%,16*,?,5%,7

# Other compounds.
SMILES,Pf growth 48h,TbPYK inhibitor,HCV inh,Cycloheximide cs,Pf growth 96h,LmPK inh,Shiga toxin inh
COc1ccc(-c2cn(CCC(=O)NCc3ccc(C)cc3)c(CCN)n2)cc1,?,-11%,0%,.,?,.,.
N#CC1=C(N)OC2=C(CC/C2=C\c2ccccc2)C1c1ccccc1 (stereo unspecified),?,-1%,0%,22,104%[activator],2%,20
CCOC(=O)CN(C(=O)CCC(=O)Nc1cc(C)on1)C(C(=O)NC1CCCC1)c1cccnc1 (stereo unspecified),7%,0%,6%,3,38%[activator],-5%,-20
Cc1ccc(COc2ccc(C)nc2[N+](=O)[O-])cc1,476%[activator],1%,?,50*,226%[activator],7%,83*
O=C(NCC(=O)N(c1cccc(F)c1)C(C(=O)NC1CCCC1)c1cccnc1)c1ccco1 (stereo unspecified),14%,-4%,22%,1,-3%,1%,-16
Cc1ccc(C)c(NC(=O)c2cc3ccccn3n2)c1,112%[activator],-5%,9%,27*,33%,-25%,99*
COc1ccccc1NC(=S)N1CCN(c2ccccc2F)CC1,15%,2%,7%,-2,-15%,0%,-1
Cc1ccc(NC(C(N)=O)c2c(C)[nH]c(=O)[nH]c2=O)cc1 (stereo unspecified),20%,0%,12%,7,.,-3%,5
Cc1ccc2c(c1)N(CC(=O)NCCCN1C(C)CCCC1C)C(=O)c1cccnc1O2 (stereo unspecified),5%,-5%,20%,2,?,-1%,12
COC(=O)[C@H](Cc1ccccc1)NC(=O)O[C@@H]1C(=O)c2cc(Br)ccc2O[C@H]1c1cccc(OC)c1,21%,.,?,-3,5%,0%,6
CCn1c(=S)sc2c(=O)n(CC(=O)NC(C)CCc3ccccc3)c(C)nc21 (stereo unspecified),0%,1%,?,-3,-6%,7%,19
Cc1ccc(S(=O)(=O)CCc2nnc(N)s2)cc1C,1%,-9%,9%,-2,?,6%,-5
Cc1nn(-c2ccccc2)c(N2CCCC2)c1/C=C1\N=C(c2ccc(OC(C)C)cc2)OC1=O,18%,2%,-7%,-3,?,-3%,-12
CSCCC(NC(=O)COc1ccccc1)C(=O)N1CC(C)OC(C)C1 (stereo unspecified),-7%,7%,1%,.,-3%,.,.
O=C(Nc1ncccn1)c1cccc(F)c1,50%[activator],0%,14%,11*,?,-15%,21*
O=C(Nc1nc(-c2ccccn2)cs1)c1ccc(-c2ccccc2F)o1,?,-13%,?,.,?,.,.
O=C1CCCCN1CC(=O)N1CCCC(N2CCN(c3ccccc3F)CC2)C1 (stereo unspecified),16%,-1%,11%,-1,11%,-1%,-12
NC(=O)CSc1nnc(-c2ccc(S(=O)(=O)N3CCCC3)cc2)o1,-1%,-13%,29%,-1,?,4%,-4
CCOC(=O)c1c(-c2ccc(C)o2)csc1NC(=S)NC(=O)c1cccs1,?,-14%,?,2,?,-3%,-1
O=C(Nc1ccon1)c1ccc(F)c(S(=O)(=O)N2CCCCC2)c1,?,-1%,-3%,0,27%,0%,1
COc1ccc(NS(=O)(=O)c2ccc(C)c(NC(=O)c3ccc(C)c(S(=O)(=O)N4CCOCC4)c3)c2)cc1,?,3%,-23%,-2,15µM*,-2%,-9
COc1ccc(C)cc1NC(=O)CSc1nnc2ccc(-c3ccncc3)nn12,?,1%,4%[8.37 µM],.,?,.,.
COc1cccc(NC(=O)Cc2nc(-c3ccccc3)sc2-c2ccc(C)cc2)c1,?,1%,-23%,28*,10µM*,4%,51*

# Assay outcomes (PubChem)
